# Source: PubChem BioAssay (The Scripps Research Institute Molecular Screening Center)
# SIAE inh – human SIAE inhibition, primary screen; Q9HAT2; inhibition, % at 9.66 µM; SIAE FP-Rh probe binding, fluorescence polarization; 370,000 tested, 0.69% active;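 active = inhibition above a cutoff: mean of compounds within the control limits plus 3 SD of those, cut at about 17% in these data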;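 also: 0% = plate median of compound wells and 100% = probe without SIAE protein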
# DDE Tn6 FP inh – inhibitors of Tn6 peptide binding to human fibrin DD(E); P02675; 370,000 tested, 0.21% active; inhibition, % at 8.3 µM; Fibrin DD(E) TRITC-Tn6 fluorescence polarization displacement; AID 720509;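 active = inhibition above a per-campaign cutoff: mean of compounds within control limits plus 3 SD, cut at about 15% in these data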;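 also: 0% = median of all compound wells on the plate and 100% = blocking peptide control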
# MBD2 inh – inhibitors of human MBD2 binding to methylated oligonucleotide; inhibition, % at 4.4 µM; 370,000 tested, 0.31% active; TR-FRET; Q9UBB5; in the data active = inhibition above about 13%
# Target sequence (Q9UBB5 whole entry, looked up): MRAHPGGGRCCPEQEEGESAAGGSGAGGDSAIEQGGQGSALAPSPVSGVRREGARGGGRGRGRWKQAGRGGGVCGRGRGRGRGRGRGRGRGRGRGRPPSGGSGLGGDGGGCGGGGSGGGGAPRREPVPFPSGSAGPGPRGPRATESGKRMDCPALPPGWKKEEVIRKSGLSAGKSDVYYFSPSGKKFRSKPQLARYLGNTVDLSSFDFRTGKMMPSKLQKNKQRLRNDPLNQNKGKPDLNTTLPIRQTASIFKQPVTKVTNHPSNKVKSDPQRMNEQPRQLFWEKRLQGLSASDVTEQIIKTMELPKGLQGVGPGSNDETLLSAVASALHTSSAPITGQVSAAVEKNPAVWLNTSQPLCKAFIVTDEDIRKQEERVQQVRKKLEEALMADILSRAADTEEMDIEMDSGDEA
# TDP2 inh – TDP2 (human) inhibition, absorbance primary screen; O95551; inhibition, % at 12.8 µM; recombinant TDP2, T5PNP hydrolysis, p-nitrophenol absorbance 415 nm; 370,000 tested, 0.34% active;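 active = inhibition above the mean of all tested compounds plus 3 SD, set per campaign, cut at about 25% in these data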;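 also: 0% = DMSO with enzyme and 100% = buffer with substrate but no TDP2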
#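 Test system: human TDP2 enzyme; Input: 120 nM TDP2 per well; Buffer or medium: Mg2+-containing Tris-HCl buffer, pH 7.5; Reagent: 5 mM T5PNP; Dosing: 12.8 µM single point, 1% DMSO; Incubation: reaction 2 h, 37 °C; Detection: p-Nitrophenol epi absorbance; Read-out: % inhibition relative to enzyme-containing and enzyme-free wells; Replicates: single well per compound.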
# LEDGF integ inh – blocks HIV-1 LEDGF/p75-dependent DNA integration. TR-FRET IN-LEDGF/p75 DNA integration, Eu/Cy5. inhibition, % at 3.7 µM. 370,000 tested, 0.64% active. AID 743269;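 active = inhibition above the screen-wide mean plus 3 SD, cut at about 13% in these data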;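 also: signal is the Cy5 over europium emission ratio at 671 and 618 nm; 0% = plate median of compound wells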
# PRMT1 FP inh – inhibitors of human PRMT1; Q99873; recombinant PRMT1, activity-based probe fluorescence polarization; inhibition, % at 2.79 µM; 370,000 tested, 1.3% active;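 active = inhibition above about 21% made by adding two undisclosed values, limit read from the data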
# Target sequence (Q99873 whole entry, looked up): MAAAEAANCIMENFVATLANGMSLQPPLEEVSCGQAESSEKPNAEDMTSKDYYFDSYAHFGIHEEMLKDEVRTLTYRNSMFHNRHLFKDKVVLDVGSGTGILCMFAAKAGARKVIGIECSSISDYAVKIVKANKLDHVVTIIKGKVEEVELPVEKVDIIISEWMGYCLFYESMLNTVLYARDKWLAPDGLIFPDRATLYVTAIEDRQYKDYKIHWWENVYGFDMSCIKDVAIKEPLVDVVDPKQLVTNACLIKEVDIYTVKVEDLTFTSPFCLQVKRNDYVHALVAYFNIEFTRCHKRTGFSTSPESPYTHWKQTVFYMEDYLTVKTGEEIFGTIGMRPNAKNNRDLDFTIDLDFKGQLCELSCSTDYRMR
# TCR CD3 inh – human TCR-CD3 binding inhibition | inhibition, % at 9.4 µM | 360,000 tested, 0.37% active | AID 651800 | TAMRA-labeled TCR probe fluorescence, biochemical; in the data active = inhibition above about 19%;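 also: recombinant mutant TCR 2C K166C tagged with TAMRA read by polarization; 0% = receptor in buffer alone and 100% = receptor with positive control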
# proKLK7 act – activators of human kallikrein-7 zymogen | P49862 | activation, % at 7 µM | 370,000 tested, 0.9% active | purified proKLK7, EDANS-DABCYL substrate fluorescence; 100% is mature enzyme control, 0% vehicle;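 active = activation above the mean of all tested compounds plus 3 SD, computed per campaign excluding outliers beyond control limits, cut at about 13% in these data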
# Target sequence (P49862 whole entry, looked up): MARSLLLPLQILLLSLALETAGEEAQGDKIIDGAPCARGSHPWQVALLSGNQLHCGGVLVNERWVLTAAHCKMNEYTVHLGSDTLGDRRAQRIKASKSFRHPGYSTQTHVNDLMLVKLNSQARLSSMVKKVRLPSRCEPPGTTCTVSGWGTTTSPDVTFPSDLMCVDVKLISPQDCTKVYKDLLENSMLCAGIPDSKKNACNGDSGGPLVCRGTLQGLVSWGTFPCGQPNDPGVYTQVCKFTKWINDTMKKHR
# UHRF1 binding – UHRF1 methyl-DNA binding inhibition | inhibition, % at 4.4 µM | 370,000 tested, 0.75% active | AID 687016 | UHRF1 binding to methylated oligo, TR-FRET | Q96T88; in the data active = inhibition above about 21%;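 also: UHRF1 SRA domain binding a hemimethylated CpG hairpin DNA probe; 0% = median of test compound wells and 100% = reference inhibitor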
# Tn7 DDE FP – DD(E)-Tn7 binding inhibition, primary FP screen. 370,000 tested, 0.13% active. P02675. FP displacement of FITC-Tn7 peptide from fibrin DD(E); 0% = median of compound wells per plate. inhibition, % at 8.3 µM;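 active = inhibition above the mean of compounds falling within the control limits plus 3 SD of them, cut at about 14% in these data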;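 also: 0% = plate median of compound wells and 100% = 10 µM Aha-Tn7 peptide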
#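 System: human fibrin DD(E); quantity: Fibrin-DD(E) at 2 µM final; also added: fluorescent Tn7 probe at 0.1 µM; compound dosing: single nominal test concentration of 8.3 µM per compound; schedule: 10 min preincubation, 3 h with tracer, room temperature; detection: fluorescence polarization of the labelled Tn7 tracer; repeats: one replicate per compound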
# Numbers without * were called inactive.
compound,SIAE inh,DDE Tn6 FP inh,MBD2 inh,TDP2 inh,LEDGF integ inh,PRMT1 FP inh,TCR CD3 inh,proKLK7 act,UHRF1 binding,Tn7 DDE FP
COc1ccc(CNC(=O)CCC(=O)N2C[C@H]3C[C@H](C2)c2cccc(=O)n2C3)cc1,3,-2,-5,-2,7,-5,2,0.0,-1,-2
O=c1[nH]c(=S)[nH]c(O)c1/C=C1/C=c2ccccc2=N1,-6,-5,-6,4,-1,6,-1,0.1,-3,-3
O=C1C2CCCN2C(c2ccc(Cl)cc2)N1c1ccccn1 (centres undefined),-1,-7,-3,-12,2,3,1,-0.7,3,-2
COc1ccc2c(c1)C1(C(=O)O)CC=CCC1(C(=O)O)C2 (centres undefined),-1,-3,-2,5,2,3,2,-0.5,-1,-1
COc1cc(C)c(CN2CCN(c3ccccc3)CC2)cc1C,1,7,-2,5,3,2,-1,0.1,-1,-8
COC(=O)c1ccccc1N=Cc1c(O)[nH]c(=O)[nH]c1=O,4,8,-3,11,0,6,6,-0.9,-5,7
Cc1nc2sccc2c(=O)n1-c1ccccc1Cl,0,-2,-6,7,1,-3,1,0.2,-1,5
COC1=C[C@@H]2C3=C([C@@H]2C1=O)[C@@H](NC(C)=O)CCc1cc(OC)c(OC)c(OC)c13,4,-3,3,9,0,-1,-5,0.0,-4,3
COc1cc(CNCCc2c[nH]c3ccccc23)cc(OC)c1,6,3,-3,24,-2,0,0,-0.1,0,3
CC(C)c1ccc(N2C(=O)NC(=O)/C(=C/c3cnc(-c4ccccc4)nc3)C2=O)cc1,-6,0,-1,6,2,9,-6,-0.6,0,0
NC(N)=N/N=C/c1ccc(N(c2ccccc2)c2ccccc2)cc1,22*,-10,-3,-12,2,0,-4,0.7,0,-4
O=C(c1ccc(F)cc1)N1CCC2(CC1)OCCO2,0,-4,-3,10,2,0,4,0.6,-2,-5
CC1(C)N2CC3([N+](=O)[O-])CN1CC([N+](=O)[O-])(C2)C3,-4,8,3,8,-1,2,3,-0.7,0,-4
CC1CCN(C(CC(=O)c2ccccc2)C(=O)c2ccccc2)CC1 (centres undefined),1,4,2,-12,9,72*,4,0.4,0,-2
COc1ccc(SCC2CN(C)CCC2c2ccc(F)cc2)cc1 (centres undefined),7,2,-4,-4,3,-11,-4,0.3,0,1
C/C(Cl)=C/CC1(CN2CCCC2=O)C(=O)NC(=O)NC1=O,2,4,-5,6,0,-3,5,0.3,2,0
CN(C)P1(N(C)C)=NC(C(F)(F)F)=NC(C(F)(F)F)=N1,-1,-5,0,4,-1,2,4,-1.0,0,3
CC12CCC3C(CC=C4CC(O)CCC43C)C1C/C(=C\c1ccccc1F)C2=O (centres undefined),-21,-10,4,-17,5,-3,0,0.7,3,-13
CC(=O)O[C@@]12CO[C@@H]1C[C@H](O)[C@@]1(C)C(=O)[C@H](O)C3=C(C)[C@@H](O)C[C@@](O)([C@@H](OC(=O)c4ccccc4)C12)C3(C)C (some centres undefined),-6,3,-4,-6,2,-1,8,-0.4,3,-10
Cc1ccc(C2NC(=S)NC(c3ccc(C)cc3)C23C(=O)NC(=O)NC3=O)cc1 (centres undefined),-4,-12,7,-10,0,9,8,0.0,6,0
CC(=O)N[C@@H]1CC[C@@]2(O)[C@H]3Cc4ccc(O)c5c4[C@@]2(CCN3CC2CC2)[C@@H]1O5,1,-2,-3,-4,1,0,3,1.1,-2,1
c1ccc(CCCN2CCN(CCOC(c3ccccc3)c3ccccc3)CC2)cc1,9,1,7,0,1,5,-5,0.3,0,0
CSc1ncc(/C=C2/C(=O)NC(=O)N(c3ccc(C)cc3)C2=O)cn1,2,6,-4,-9,-3,3,5,0.0,-2,0
N#CC1=C(N)Oc2c(c(=O)sc3ccccc23)C1c1cccnc1 (centres undefined),-2,-2,-3,-10,1,-1,4,-0.5,1,3
CCn1ccnc1CN1CCCC(C(=O)c2ccc(OC)cc2OC)C1 (centres undefined),-3,-3,0,6,-3,-1,-9,0.8,6,-11
Nc1ccc(Br)cc1,0,2,0,6,2,2,-2,-0.1,1,-1
CN1C(=O)C(Cc2ccc(OCc3ccccc3)cc2)C(=O)N(C)C1=O,5,10,-3,4,-3,1,0,0.2,-3,0
C[C@]12CCC3C(CC[C@H]4C[C@@H](O)[C@H](O)C[C@]34C)C1CC[C@@H]2O (some centres undefined),-1,1,-1,9,-1,3,-6,-0.2,2,3
COc1ccc(OP(=O)(Nc2ccccc2)Nc2ccccc2)cc1,6,1,3,-2,1,0,1,-0.1,-3,2
CCN(C(=O)COC(=O)Cc1ccccc1)c1c(N)n(Cc2ccccc2)c(=O)[nH]c1=O,6,1,0,-14,-8,6,-4,-0.5,-3,-4

# An excerpt from above with just LEDGF integ inh, DDE Tn6 FP inh and MBD2 inh:
Molecule	LEDGF integ inh	DDE Tn6 FP inh	MBD2 inh
Cc1nc2sccc2c(=O)n1-c1ccccc1Cl	1	-2	-6
CC(=O)O[C@@]12CO[C@@H]1C[C@H](O)[C@@]1(C)C(=O)[C@H](O)C3=C(C)[C@@H](O)C[C@@](O)([C@@H](OC(=O)c4ccccc4)C12)C3(C)C (some centres undefined)	2	3	-4
CC(C)c1ccc(N2C(=O)NC(=O)/C(=C/c3cnc(-c4ccccc4)nc3)C2=O)cc1	2	0	-1
CC(=O)N[C@@H]1CC[C@@]2(O)[C@H]3Cc4ccc(O)c5c4[C@@]2(CCN3CC2CC2)[C@@H]1O5	1	-2	-3

# The list goes on.
compound,SIAE inh,DDE Tn6 FP inh,MBD2 inh,TDP2 inh,LEDGF integ inh,PRMT1 FP inh,TCR CD3 inh,proKLK7 act,UHRF1 binding,Tn7 DDE FP
CC(C)(C)c1cc(OC(=O)Cc2ccccc2)ccc1O,6,1,3,6,-1,2,0,-0.1,3,2
Cc1ccc(N2Cc3ccccc3-n3nncc3C2)cc1,4,-1,-7,0,13,-2,8,0.0,0,-6
COCCNC(=O)N1[C@H]2CC[C@@H]1C(C(=O)OC)=C(c1ccc(OC)c(OC)c1)C2,2,6,8,8,-3,0,-2,-0.1,-2,-2
O=C(C(=C1N(Cc2ccc(Cl)nc2)CCN1Cc1ccc(Cl)nc1)[N+](=O)[O-])C(Cl)Cl,5,6,-1,8,-5,-1,-7,-0.5,2,-1
C=CCCC1(CC)C(=O)NC(=S)NC1=O,0,5,-2,-7,3,1,5,-0.1,-1,-1
CCCCN1C(=O)NC(=O)/C(=C/c2cnc(SC)nc2)C1=O,0,-5,-1,12,4,16,5,-0.5,-7,7
COc1cccc([C@@]2(O)CCCC[C@@H]2CN(C)C)c1,-1,-4,1,4,3,-6,3,0.0,4,-3
CCC(=NCc1cccnc1)c1c(O)n(-c2ccc(Cl)cc2)c(=O)[nH]c1=O,-1,-6,0,-1,6,-7,-3,0.1,1,-7
COc1ccc2[nH]cc(CCN(C)C)c2c1,-5,1,2,-19,3,-6,8,-0.7,2,0
COc1ncccc1C(=O)NCC(CC(=O)O)c1ccccc1 (centres undefined),4,3,1,3,-2,1,3,1.3,2,-2
c1ccc(-c2nc3ccccc3nc2-c2ccc(CN3CCC(n4nnc5ccccc54)CC3)cc2)cc1,-11,0,4,-1,3,-2,2,-10,11,-2
CN(C)c1nc(-c2ccccc2)[n+](C)s1,4,2,3,5,1,34*,8,1.0,-3,-4
FC(F)(F)c1ccc(NC2=NCCCS2)cc1,-2,-2,-2,3,1,0,-1,0.2,-2,-4
CCCCn1c(=O)c(C(=O)Nc2ccccn2)c(O)c2ccccc21,8,-1,2,-1,-2,-1,8,-0.1,4,3
O=C1CC(=O)N(c2ccccc2)C(=O)N1c1ccccc1,-11,-2,2,1,-2,0,-2,0.3,0,7
Cc1cccc(OCC(O)CN2CC2)c1 (centres undefined),7,6,3,-3,1,-3,-3,-1.1,-3,1
CCOC(=O)C1(CCCc2ccccc2)CCN(C2CCC2)CC1,-4,-1,2,-4,2,0,-2,0.8,2,-4
CCN(CC)CCCNC(=O)c1c(O)c2ccccc2n(Cc2ccccc2)c1=O,2,6,3,-9,3,0,10,-0.5,0,3
CCC(C)NC(=O)c1c(N)n(Cc2ccc3c(c2)OCO3)c2nc3ccccc3nc12 (centres undefined),-3,0,-5,5,0,2,-9,-4.3,-8,0
N#Cc1ccc2nc(-c3ccc(CN4CCC(n5c(=O)[nH]c6cc(Cl)ccc65)CC4)cc3)c(-c3ccccc3)nc2c1,-9,-1,-3,9,-3,-3,8,-2.8,-2,1
S=c1[nH]c2ccccc2[nH]1,10,-1,5,4,-7,0,2,0.3,-3,0
O=C(Nc1ccc(Cl)c(Cl)c1)c1ccco1,-6,-2,2,-12,5,0,6,-0.3,0,-2
COc1ccc(CCNCc2sccc2C)cc1OC,-1,-6,1,-3,10,-5,1,-0.2,2,-4
CCOP(=O)(OCC)C(NC(=O)c1cccc(C)c1)C(Cl)(Cl)Cl (centres undefined),-2,1,-1,0,1,0,10,0.1,-2,-1
CCCCOP(=O)(OCCCC)/C(C#N)=C(/C)O,7,4,4,-4,-8,4,1,-0.4,4,-3
CCOC(=O)c1cc2cc(OC)ccc2n1C1CCN(Cc2ccccc2)CC1,1,8,-3,-3,-2,-2,2,-2.4,0,8
Cc1ccsc1C(=O)C1CCCN(Cc2sc(N(C)C)nc2Cl)C1 (centres undefined),-3,4,0,-2,-1,-4,-4,-0.1,-1,-3
Cc1ccc(CNCCc2ccc(F)cc2)s1,-2,-5,-3,-13,2,-4,3,0.7,-1,6
N#CC1c2ccccc2-n2nncc2CN1S(=O)(=O)c1ccc(Cl)cc1 (centres undefined),6,-1,3,7,2,0,2,0.6,16,-14
O=c1[nH]c(=O)n(-c2ccc(F)cc2)c(O)c1C=NCCN1CCCCC1,-4,3,-3,-2,-3,6,-2,-0.9,0,6
Cc1nc2ccccc2c(=O)n1-c1ccc(Cl)cc1Cl,0,3,0,-4,1,-1,-4,-0.3,2,-3
O=C(NC(c1ccc(Cl)cc1)P(=O)(Oc1ccccc1)Oc1ccccc1)OCc1ccccc1 (centres undefined),-3,-1,1,6,-1,-7,1,-0.2,0,-3
O=C1NC(=O)N(CCc2ccc(F)cc2)C(=O)/C1=C/C=C/c1ccccc1,-3,0,-2,5,-1,-1,9,-0.2,2,2

# Entries from the list above with a CF3 group:
compound,SIAE inh,DDE Tn6 FP inh,MBD2 inh,TDP2 inh,LEDGF integ inh,PRMT1 FP inh,TCR CD3 inh,proKLK7 act,UHRF1 binding,Tn7 DDE FP
CN(C)P1(N(C)C)=NC(C(F)(F)F)=NC(C(F)(F)F)=N1,-1,-5,0,4,-1,2,4,-1.0,0,3
FC(F)(F)c1ccc(NC2=NCCCS2)cc1,-2,-2,-2,3,1,0,-1,0.2,-2,-4

# This is a subset. The share of hits here may be higher or lower than overall.
